MPTP block – permeability transition pore inhibition; inhibition, % at 10 µM; hit rate 1.4% among 360,000; isolated mouse mitochondria, Ca2+ swelling absorbance, 30 min; AID 602449;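 active = inhibition of 50% or more, scaled per plate between neutral and stimulator controls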;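 also: 0% = DMSO wells given calcium and 100% = 1 mM EGTA wells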
SENP6 block – SENP6 protease inhibition | AID 2599 | hit rate 1.8% among 330,000 | Q9GZR1 | Recombinant SENP6 catalytic domain, aminoluciferin luminescence | inhibition, % at 10 µM;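 active = inhibition above about 50% at the single tested dose, limit read from the data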;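 also: plate controls were DMSO wells with enzyme for no effect and DMSO wells lacking enzyme for full effect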
Target sequence (Q9GZR1 628-1112 limits assumed): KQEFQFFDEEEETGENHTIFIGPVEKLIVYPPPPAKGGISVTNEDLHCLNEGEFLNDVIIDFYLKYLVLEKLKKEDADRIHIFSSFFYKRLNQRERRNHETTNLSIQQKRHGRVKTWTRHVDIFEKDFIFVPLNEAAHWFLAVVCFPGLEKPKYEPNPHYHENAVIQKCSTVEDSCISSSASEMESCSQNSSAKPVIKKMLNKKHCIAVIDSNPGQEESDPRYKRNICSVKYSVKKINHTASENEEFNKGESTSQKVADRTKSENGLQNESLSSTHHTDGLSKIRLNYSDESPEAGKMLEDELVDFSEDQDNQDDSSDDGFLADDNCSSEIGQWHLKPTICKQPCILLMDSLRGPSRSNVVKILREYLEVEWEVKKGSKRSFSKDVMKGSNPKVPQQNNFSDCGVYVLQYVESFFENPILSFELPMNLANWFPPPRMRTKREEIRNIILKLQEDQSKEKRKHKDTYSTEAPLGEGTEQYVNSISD
GRIN3A LBD mod – modulators (binders) of human NR3A ligand-binding domain; Tm shift relative to glycine control, % at 25 µM; NR3A LBD differential scanning fluorimetry, Tm shift; 0% = protein alone, 100% = glycine-bound protein; hit rate 2.5% among 340,000;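 active = melting temperature shift of at least 10% of the positive control shift, at one fixed dose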
ATG4B inh – inhibitors of human ATG4B cysteine protease; hit rate 0.51% among 340,000; Q9Y4P1; ATG4B cleavage of LC3-PLA2, NBD-HPC fluorescence, 1 h; inhibition, % at 8.33 µM; in the data active = inhibition above about 40%
Target sequence (Q9Y4P1 whole entry, looked up): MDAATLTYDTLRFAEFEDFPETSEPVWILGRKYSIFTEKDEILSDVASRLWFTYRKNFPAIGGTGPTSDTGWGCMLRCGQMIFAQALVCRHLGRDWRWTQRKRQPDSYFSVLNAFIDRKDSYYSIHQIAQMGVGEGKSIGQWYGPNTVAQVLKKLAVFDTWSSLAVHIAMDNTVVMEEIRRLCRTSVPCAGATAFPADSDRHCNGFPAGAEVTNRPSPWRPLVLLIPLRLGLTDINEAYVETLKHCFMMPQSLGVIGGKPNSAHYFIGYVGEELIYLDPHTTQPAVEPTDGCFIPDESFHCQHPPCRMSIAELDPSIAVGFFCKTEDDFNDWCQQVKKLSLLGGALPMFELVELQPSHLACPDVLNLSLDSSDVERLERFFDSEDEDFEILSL
PfGluPho inh – PfG6PD (Plasmodium falciparum) enzyme inhibition; AID 504690; inhibition, % at 20 µM; hit rate 0.78% among 350,000; PfGluPho enzyme, NADPH resazurin-diaphorase fluorescence;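 active = inhibition reaching at least a set limit at 20 µM in the primary screen, cut at about 59% in these data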;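 also: 0% = DMSO wells with substrate and 100% = DMSO wells lacking glucose-6-phosphate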
HKDC1 inh – inhibitors of human hexokinase HKDC1; recombinant HKDC1, G6PDH/diaphorase resazurin coupled fluorescence; inhibition, % at 20 µM; hit rate 0.16% among 340,000;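 active = inhibition above about 35% when tested at 20 µM, limit read from the data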;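 also: plate controls were DMSO wells with enzyme for no effect and DMSO wells lacking enzyme for full effect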
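Assay system – recombinant HKDC1 (HK5) hexokinase enzyme, produced in-house · Input – HKDC1 at 5 µg/mL · Reagent – glucose plus 1 mM ATP as hexokinase substrates · Timing – 90 min reaction incubation at room temperature, dark · Measured by – G6PDH/diaphorase-coupled fluorescence, 1 mM NADP, 100 µM resazurin, 525/613 nm · Benchmarks – DMSO-enzyme wells negative, buffer-substituted wells positive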
SENP8 inh – SENP8 (human) protease inhibition. AID 602440. inhibition, % at 20 µM. hit rate 0.64% among 360,000. recombinant SENP8, Nedd8 substrate fluorescence. Q96LD8; in the data active = inhibition mostly above about 40%, no sharp cut-off; inactive = mostly below about 27%
Target sequence (Q96LD8 whole entry, looked up): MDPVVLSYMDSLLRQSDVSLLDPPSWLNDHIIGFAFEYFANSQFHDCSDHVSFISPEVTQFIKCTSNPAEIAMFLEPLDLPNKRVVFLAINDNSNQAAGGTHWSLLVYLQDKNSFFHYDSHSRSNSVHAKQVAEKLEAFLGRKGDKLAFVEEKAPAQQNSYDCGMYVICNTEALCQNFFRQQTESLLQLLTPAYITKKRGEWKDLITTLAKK
SENP7 inh – SENP7 protease inhibition. recombinant SENP7, Z-RLRGG-aminoluciferin luminescence, 40 min. hit rate 1.5% among 330,000. inhibition, % at 5 µM. Q9BQF6;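 active = inhibition above about 50% at the single test dose, limit read from the data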;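 also: plate controls were DMSO with enzyme for no effect and no enzyme buffer wells for full effect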
Numbers without * were called inactive; . = not tested or not shown.

1. COc1ccc2c(c1)OC[C@H]1[C@H]2N2C(=O)CN(CC3CCCO3)C(=O)[C@@]2(C)[C@H]1c1ccccc1 (some centres undefined)
2. CC(=O)NNc1ncnc2c1cnn2-c1ccccc1
3. Cc1ccc(CNC(=O)CS(=O)Cc2nc(-c3ccccc3Cl)oc2C)cc1 (centres undefined)
4. CC1CCc2c(sc3[nH]c(=S)n(C)c(=O)c23)C1 (centres undefined)
5. CCn1c(NC)cc(=O)n(C)c1=O
6. NC(=S)N/N=C/c1cc([N+](=O)[O-])ccc1Cl
7. Cc1ccc(S(=O)(=O)N2CCOCC2)cc1C(=O)OCC(=O)NC1CC1
8. Cn1cc(Cl)c(-c2nc3ccccc3[nH]2)n1

assay / entry	1	2	3	4	5	6	7	8
MPTP block	-0.1	-1.1	0.8	-0.9	-0.1	-0.8	0.8	-8.9
SENP6 block	-5.5	10.5	15.9	-20.2	-2.7	-16.8	-8.9	1.7
GRIN3A LBD mod	0.2	-1.6	5.0	.	0.3	-1.2	1.5	6.0
ATG4B inh	-4.4	9.7	-4.2	-3.0	-2.1	-2.2	2.5	3.7
PfGluPho inh	-17.3	-5.2	-24.8	21.8	-6.0	-4.9	-11.6	21.1
HKDC1 inh	-4.1	0.0	3.6	-0.2	-1.7	-4.7	-5.8	-4.2
SENP8 inh	11.2	3.5	3.8	14.4	21.1	18.3	16.9	2.9
SENP7 inh	-2.8	6.1	6.2	-10.5	3.9	6.0	-5.3	7.3

9. COc1ccc(S(=O)(=O)N2CCN(CC(=O)NC(Cc3ccccc3)C(C)=O)CC2)cc1 (centres undefined)
10. COc1ccc(C)cc1NC(=O)COC(=O)c1ccc(OCc2ccc(Cl)cc2Cl)c(OC)c1
11. CN(C)c1ccc(S(=O)(=O)N2CCCCC2)cc1NC(=O)CN1C(=O)NC2(CCCC2)C1=O
12. Cc1cc(NC(=O)CC(C)(C)C)nc2c1c(=O)oc1ccccc12
13. O=C(CNc1ccc2ccccc2c1)N/N=C/c1ccccn1
14. O=C(CC1C(=O)NCCN1C(=O)Nc1ccccc1)Nc1cc(Cl)ccc1Cl (centres undefined)
15. Cc1nc2c(-c3ccc(Cl)cc3)cnn2c2c1CCC2
16. CCCCn1c(N)c(N(CC)C(=O)c2cccc(F)c2)c(=O)[nH]c1=O

assay / entry	9	10	11	12	13	14	15	16
MPTP block	-1.0	6.2	0.4	3.3	-0.3	-0.7	0.2	-0.8
SENP6 block	10.6	-3.0	3.0	-0.8	-0.1	-11.4	2.6	-6.7
GRIN3A LBD mod	0.3	-11.2	2.0	-11.1	-0.2	-2.5	-8.6	-3.0
ATG4B inh	-6.0	1.6	-3.4	7.6	-7.8	-3.4	-10.8	-6.0
PfGluPho inh	-7.2	-0.5	7.8	-4.7	35.7	12.8	4.6	9.3
HKDC1 inh	-4.1	-2.1	2.7	-7.1	14.2	-9.8	12.5	-5.8
SENP8 inh	7.9	13.2	1.8	-13.9	-13.4	7.9	-344.4	4.0
SENP7 inh	-5.3	-3.9	8.7	0.6	-2.9	-6.3	0.5	-13.7

17. O=C(NCc1ccc(F)cc1)C(=O)NCC(c1ccco1)N1CCOCC1 (centres undefined)
18. O=C(NC1CCCc2ccccc21)c1n[nH]c(=O)c2ccccc12 (centres undefined)
19. COc1ccccc1NC(=O)CCC(=O)N/N=C(/C)c1ccc(C)cc1
20. CCOC(=O)c1ccc(Cl)c(S(=O)(=O)N2CCCC2)c1
21. Nc1scn[n+]1Cc1cccc2cccnc12
22. O=C1CN(c2nc3nonc3nc2N2CCCCC2)CCN1
23. N#C/C(=C(/O)COc1ccccc1)c1nc2ccccc2s1
24. Cc1ccc(NC(=O)CSc2ccccc2NC(=O)c2ccccc2Cl)cc1Cl

assay / entry	17	18	19	20	21	22	23	24
MPTP block	1.1	-0.5	27.9	-0.7	-1.2	-3.0	84.2*	90.0*
SENP6 block	-0.4	0.8	1.2	1.9	-1.7	-4.7	0.9	-44.0
GRIN3A LBD mod	1.5	1.5	0.8	-1.0	0.8	0.1	-0.6	11.0*
ATG4B inh	1.5	-5.0	3.3	-4.8	0.6	16.2	-16.7	29.0
PfGluPho inh	-7.0	-5.8	-5.9	-1.9	5.2	-6.6	-14.2	13.4
HKDC1 inh	-8.2	-13.9	-2.9	-7.9	-4.5	-3.9	-8.1	-3.1
SENP8 inh	20.1	12.1	12.4	0.7	11.8	19.3	4.7	13.4
SENP7 inh	-1.2	1.7	3.0	0.7	0.9	0.9	-1.0	-5.3

25. CCOc1ccc2c(=O)c(Oc3ccccc3OCC)coc2c1
26. Nc1nonc1-n1nnc(C(=O)N/N=C/c2cccc(O)c2)c1CN1CCCC1
27. COC(=O)CN1C(=O)Nc2ccc(Br)cc2C1c1ccccc1 (centres undefined)
28. CCOc1ccc(C(=O)Nc2ncn[nH]2)cc1
29. CC(=O)N1CCC(C(=O)N2CCN(S(=O)(=O)c3ccc(Cl)s3)CC2)CC1
30. Cc1ccc2cc(NC(=O)Cc3ccccc3)ccc2n1
31. COc1ccc(N2C(=O)C3CCCN3C2c2ccccc2)cc1 (centres undefined)
32. C#CCOC(=O)CCCNc1ccc([N+](=O)[O-])cc1[N+](=O)[O-]

assay / entry	25	26	27	28	29	30	31	32
MPTP block	-2.5	1.5	-0.1	0.8	0.5	1.9	-0.6	1.5
SENP6 block	6.1	-9.7	-3.6	-19.5	-9.9	47.0	1.0	-8.8
GRIN3A LBD mod	1.5	11.9*	-4.1	-1.8	-5.3	2.0	0.5	-0.8
ATG4B inh	3.6	-1.6	-7.9	3.2	-5.7	-8.3	8.9	-5.8
PfGluPho inh	-9.4	2.6	-0.6	-8.1	5.3	6.3	-8.6	6.7
HKDC1 inh	-5.6	-2.4	2.2	-1.9	1.8	0.8	-0.6	7.2
SENP8 inh	-4.2	1.2	3.4	4.2	6.7	-26.6	11.6	18.9
SENP7 inh	3.3	-5.5	2.7	-1.9	-1.5	26.0	-6.6	-10.7

33. C/C(O)=C\c1nc2ccccc2oc1=O
34. N/C(=N\OC(=O)CCCc1ccccc1)c1ccccn1
35. O=C(OCC(=O)N1CCN(c2ccccc2)CC1)c1ccncc1
36. CNC(=O)NNC(=O)c1nc(-c2ccccc2)c(C)o1
37. CCc1ccc(OCc2nnc(NC(=O)c3cccs3)s2)cc1
38. NC(=O)NC(=O)CSc1nc2sc(-c3ccccc3)cc2c(=O)n1-c1ccccc1
39. Cc1nc(-c2cccc(S(=O)(=O)N3CCOCC3)c2)cs1
40. O=C(c1nc2ccccn2c1CNCCCn1ncc2ccccc21)N1CCOCC1

assay / entry	33	34	35	36	37	38	39	40
MPTP block	-0.3	0.9	-0.5	0.8	1.6	-3.1	0.3	-1.8
SENP6 block	-13.5	50.1*	3.1	11.1	-7.2	4.1	-26.1	-3.5
GRIN3A LBD mod	2.4	1.9	0.9	1.9	1.8	-3.7	0.1	-0.8
ATG4B inh	-2.1	-1.8	2.8	-1.2	4.0	-14.8	-10.8	5.3
PfGluPho inh	-23.3	4.6	-16.4	10.3	-22.2	21.7	23.7	-14.1
HKDC1 inh	2.2	-11.3	2.8	-8.0	2.8	0.9	-8.0	-2.3
SENP8 inh	20.6	3.8	2.8	5.8	-16.8	-147.5	11.3	-5.4
SENP7 inh	-3.4	36.8	3.6	1.5	13.8	-3.6	-5.3	-9.0

3 entries picked at random from the list so far:
36. CNC(=O)NNC(=O)c1nc(-c2ccccc2)c(C)o1
37. CCc1ccc(OCc2nnc(NC(=O)c3cccs3)s2)cc1
38. NC(=O)NC(=O)CSc1nc2sc(-c3ccccc3)cc2c(=O)n1-c1ccccc1

assay / entry	36	37	38
MPTP block	0.8	1.6	-3.1
SENP6 block	11.1	-7.2	4.1
GRIN3A LBD mod	1.9	1.8	-3.7
ATG4B inh	-1.2	4.0	-14.8
PfGluPho inh	10.3	-22.2	21.7
HKDC1 inh	-8.0	2.8	0.9
SENP8 inh	5.8	-16.8	-147.5
SENP7 inh	1.5	13.8	-3.6

(further entries)
41. O=C(O)CCc1ccc(-c2ccccc2)n1NC(=O)c1cccs1
42. CCOC(=O)c1nnn(CC(=O)Nc2cc(Cl)ccc2C)c1C(=O)OCC
43. O=C(CN1CCN(Cc2ccccc2)C1=O)NCCCN1CCOCC1
44. CCC(C)(C)NC(=O)C(c1cccnc1)N(C(=O)c1csnn1)c1ccc(C)cc1 (centres undefined)
45. CCC(C)[C@H]1CNC(=O)C(=O)N1CCCc1cc(OC)c(OC)c(OC)c1 (some centres undefined)
46. Cc1ccc(C(=O)NCCc2nnc3ccc(SCC(=O)Nc4ccccc4C)nn23)cc1
47. CCC(C)(C)C1CCC(=NNC(=O)c2ccoc2C)CC1 (centres undefined)
48. COc1ccc(-c2nn(-c3ccccc3)cc2CNCCN2CCOC2=O)c(F)c1

assay / entry	41	42	43	44	45	46	47	48
MPTP block	-4.0	-2.7	-2.1	-0.2	-0.5	2.9	-0.9	0.3
SENP6 block	-1.6	3.7	-15.5	-2.7	0.1	18.2	6.1	14.8
GRIN3A LBD mod	-1.3	-0.7	0.2	4.8	2.6	-2.2	-0.2	-2.8
ATG4B inh	4.2	-2.6	-14.5	-5.9	-4.8	3.4	-4.7	-4.9
PfGluPho inh	-7.5	13.3	4.7	-6.3	-10.2	-8.2	-6.4	16.7
HKDC1 inh	-4.5	9.0	-8.4	-4.3	-4.3	1.6	-0.5	0.5
SENP8 inh	-51.1	4.1	10.8	10.5	7.4	17.5	33.2	-403.3
SENP7 inh	-5.4	-9.7	-5.6	0.3	6.0	-3.6	8.2	1.3

49. O=C(Nc1ccc(N2CCOCC2)c(Cl)c1)c1ccc([N+](=O)[O-])o1
50. COC(=O)C1CCN(C(=O)CCCOc2ccccc2)CC1
51. C=COCCCNc1ncnc2sc(-c3ccccc3)cc12
52. Cc1ccc([N+](=O)[O-])c(OCC(=O)OCC(=O)c2ccccc2)c1
53. CCOc1cc(C(=O)N2CCC(CC3CC(c4cccc(Br)c4)=NO3)(C(=O)NCC3CCCCC3)CC2)cc(OCC)c1OCC (centres undefined)
54. CC1C(=O)N2CCCc3cc(NC(=O)C(=O)NCc4cccnc4)cc1c32 (centres undefined)
55. CCOC(=O)C1CCN(S(=O)(=O)CCNC(=O)c2ccc3c(c2)OCO3)CC1
56. O=C(c1cnc2nc3ccccc3n2c1)c1cc(F)ccc1O

assay / entry	49	50	51	52	53	54	55	56
MPTP block	2.7	-0.9	34.8	0.7	0.8	0.3	1.4	3.8
SENP6 block	.	-18.3	-1.6	-10.0	3.1	-1.1	-9.9	9.4
GRIN3A LBD mod	-1.7	3.9	-0.3	2.8	4.7	1.8	0.8	-0.8
ATG4B inh	-4.9	-6.9	-5.5	-1.9	0.2	7.6	2.2	-1.4
PfGluPho inh	58.5	3.1	15.9	1.1	-8.9	4.5	6.5	6.7
HKDC1 inh	-10.0	1.1	3.7	-10.1	-1.4	-0.2	1.2	0.5
SENP8 inh	26.8	16.4	-300.8	1.7	6.5	-5.9	9.1	-448.4
SENP7 inh	.	-1.5	2.7	-2.0	12.9	-1.5	5.8	2.4

57. CC(=O)N1c2ccc(S(=O)(=O)N3CCC(C(=O)NCc4ccc(N(C)C)cc4)CC3)cc2CC1C (centres undefined)
58. O=c1cc(C(F)(F)F)nc(-c2ccccc2OC(F)(F)F)[nH]1
59. O=C(CSc1n[nH]c(-c2ccncc2)n1)NCCc1ccccc1
60. O=C(CSc1nc2ccccc2nc1N1CCCCC1)Nc1ccc(F)cc1

assay / entry	57	58	59	60
MPTP block	-1.2	2.2	2.3	-0.9
SENP6 block	-17.6	-5.5	-7.8	-3.8
GRIN3A LBD mod	-1.1	-1.4	-0.2	-2.5
ATG4B inh	-0.7	-6.5	-3.5	1.7
PfGluPho inh	-0.3	-1.4	-11.5	17.6
HKDC1 inh	-2.2	-0.1	-4.3	0.4
SENP8 inh	5.7	7.5	5.4	-78.0
SENP7 inh	16.3	2.1	-6.3	-3.0

Assay outcomes (PubChem BioAssay)

An unsorted share of the library; about 6.9% have a hit in one of these screens.
